TDP1 cell noCPT = qHTS for Inhibitors of human tyrosyl-DNA phosphodiesterase 1 (TDP1): qHTS in cells in absence of CPT. Potency, µM (top dose mostly 46.2 µM), for inactives: at the highest dose activity change, negative = growth inhibition, usual class: inhibitors. 420,000 tested, 15% active. DT40 Tdp1-/- hTDP1 cells, no CPT, ATP luminescence, 48 h; also: nearly all actives have a fitted effect of over 55% in size
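A cellular qHTS used chicken DT40 cells lacking endogenous Tdp1 but carrying stably transfected human TDP1. Compounds were applied without camptothecin, and cell growth kinetics were judged by ATP-dependent luminescence after ≥48 hr.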
TDP1 inh = qHTS Assay for Inhibitors of Tyrosyl-DNA Phosphodiesterase (TDP1) | AID 485290, 2010 | 350,000 tested, 0.28% active | Potency, µM (doses to about 130 µM), inactives show at the top dose activity change, negative = inhibition, hits mostly inhibitors | recombinant TDP1, AlphaScreen DNA substrate cleavage | Tyrosyl-DNA phosphodiesterase 1 (Homo sapiens), Q9NUW8; also: nearly all actives have a fitted effect of over 40% in size
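Compounds were preincubated with Tdp1 (1 nM final) for 15 min at room temperature before substrate (15 nM final) started a 5 min reaction; beads (10 ug/ml final) were then added for 10 min before AlphaScreen detection.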
KAT2A inh = qHTS Assay for Inhibitors of GCN5L2; Potency, µM (titrated, usually from 58.9 µM), for inactives: top-dose activity change, negative = inhibition, usual class: inhibitors; 390,000 tested, 0.21% active; GCN5L2 HAT assay, ThioGlo1 CoA-SH fluorescence
Target sequence (Q92830 whole entry, looked up): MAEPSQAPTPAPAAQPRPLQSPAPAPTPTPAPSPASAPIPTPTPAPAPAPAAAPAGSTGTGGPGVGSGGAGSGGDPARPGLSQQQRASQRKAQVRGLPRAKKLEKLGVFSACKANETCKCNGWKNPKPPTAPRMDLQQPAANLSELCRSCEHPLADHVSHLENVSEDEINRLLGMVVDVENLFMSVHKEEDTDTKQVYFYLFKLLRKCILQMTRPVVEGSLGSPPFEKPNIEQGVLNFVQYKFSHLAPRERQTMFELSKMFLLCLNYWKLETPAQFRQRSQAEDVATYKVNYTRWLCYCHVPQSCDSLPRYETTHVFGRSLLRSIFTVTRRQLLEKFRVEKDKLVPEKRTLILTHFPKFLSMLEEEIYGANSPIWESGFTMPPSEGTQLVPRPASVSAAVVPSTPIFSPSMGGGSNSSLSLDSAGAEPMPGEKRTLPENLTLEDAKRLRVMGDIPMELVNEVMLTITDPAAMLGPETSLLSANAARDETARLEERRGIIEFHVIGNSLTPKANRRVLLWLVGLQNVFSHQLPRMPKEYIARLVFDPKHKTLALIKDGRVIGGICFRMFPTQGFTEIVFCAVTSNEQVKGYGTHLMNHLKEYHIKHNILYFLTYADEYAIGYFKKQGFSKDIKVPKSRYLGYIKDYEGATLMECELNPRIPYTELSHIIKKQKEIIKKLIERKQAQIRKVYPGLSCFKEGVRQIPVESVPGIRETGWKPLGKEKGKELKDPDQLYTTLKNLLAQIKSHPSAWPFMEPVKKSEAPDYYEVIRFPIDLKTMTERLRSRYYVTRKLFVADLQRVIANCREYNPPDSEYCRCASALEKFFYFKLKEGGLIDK
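Enzyme at 20nM final was mixed with library compounds for 15 min at room temperature. Peptide H3(1-25) at 75uM, acetyl-CoA at 70uM and ThioGlo1 at 50uM were then added. Plates were read immediately and after 20 min (Ex340nm/Em540nm).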
Active calls of the source: *; ? = inconclusive; · = not tested or not shown; & = joins results of further samples; [ ] = dose if it differs, or a comment. Calls follow the shape of the dose curve; as a rule, active = well fitted curve in the direction sought with a large enough effect; inconclusive = small, poorly fitted or top-dose-only effect, or another doubt; inactive = no such curve, though single readings can be large; an effect the other way counts as inactive or inconclusive. % is scaled to controls: 0 for no effect and ±100 for the full control effect; potency is read from the fitted curve at half-maximal effect. The list is partial (hit frequency here may not be typical).

SMILES | TDP1 cell noCPT | TDP1 inh | KAT2A inh
CCC(=O)N1c2ccc(S(=O)(=O)CCC(=O)NCc3cccs3)cc2CC1C (centres undefined) | ? | -7% | -11%
CCOC(=O)c1nn(-c2ccc(F)cc2)c(=O)cc1OCC(=O)Nc1ccc(OCC)cc1 | -24% | -3% | 1%
O=C1C(=O)N(CCN2CCOCC2)C(c2cccc(Cl)c2)/C1=C(\O)c1ccc2c(c1)OCCO2 (centres undefined) | 25% | 8% | -11%
Cc1ccc(NC(=O)CNC(=O)c2ccc(C)o2)cc1 | 10% | 1% | 1%
COc1ccc(C2=NOC(C(=O)NC3CCCCC3)C2)cc1OC (centres undefined) | -3% | 2% | 4%
C[C@H]1COC(=O)[C@H](Cc2ccc(F)cc2)C/C=C\C[C@H](CC(=O)N(CCO)Cc2ccccc2)C(=O)N1 | ? | 1% | -3%
COc1ccc(OC)c(N=c2oc3c(OC)cccc3cc2C(=O)NCc2ccco2)c1 | -2% | -2% | 3%
CC(C)OC(=O)c1cn(-c2ccccc2)nc1-c1ccc2c(c1)OCCO2 | -19% | 0% | -15%
Cc1nc2nc(NCc3cccc(Cl)c3)[nH]n2c(=O)c1Cc1ccccc1 | ? | 6% | -8%
COc1ccc(C)cc1-n1c(SCC(=O)Nc2cc(C)on2)nc2ccccc2c1=O | 13µM* | 5% | -3%
Cc1nnn(C23CC4CC(CC(CC(=O)Nc5cccc(F)c5)(C4)C2)C3)n1 | -24% | 4% | -5%
CC(C)c1ccc(/C=C/C(=O)N2CCCCCC2)cc1 | -4% | 5% | -8%
COc1cc(/C=C2/C(=N)N3C(=NC2=O)SN=C3S(=O)(=O)C(C)C)ccc1OC(=O)c1ccco1 | -17% | 5% | -20%
COc1ccc(COC(=O)C2=C(C)NC(=O)NC2c2ccc(OC)cc2)cc1 (centres undefined) | ? | · | -2%
CCOc1ccc(-c2nnc(N3CCOCC3)c3ccccc23)cc1 | -25% | · | -5%
COc1ccc(C(=O)COC(=O)c2ccc3ccccc3n2)cc1 | ? | 1% | -1%
CC(C)c1ccc(C(=O)NNC(=O)c2n[nH]c(=O)c3ccccc23)cc1 | -6% | 1% | -12%
Cc1ccc2c(=O)cc(C(=O)Nc3sc4c(c3C(=O)NCC3CCCO3)CCC4)oc2c1 (centres undefined) | -16% | 0% | -8%
COC(=O)c1ccccc1NC(=O)Cn1cnc2cc(C)c(C)cc21 | 23µM* | 5% | 0%
CC(=O)Nc1ccc(NC(=O)c2ccccc2F)cc1 | 6% | -2% | -25%
CC(=O)c1c(C)[nH]c(C(=O)CSc2nc3ccccc3c(=O)n2CCCO)c1C | ? | 0% | -4%
Nc1nonc1/C(=N/O)N1CCN(CCO)CC1 | -3% | 2% | -4%
O=C(COC(=O)c1c(Cl)cccc1Cl)Nc1cccc(S(=O)(=O)NC2=NCCCCC2)c1 | 13% | 1% | -10%
COc1ccc(-c2nn(-c3ccccc3)cc2C2CC(c3cccs3)=NN2C(=O)CCCC(=O)O)cc1 (centres undefined) | ? | 2% | -6%
CN(C)c1ccc(Nc2ncnc3sc4c(c23)CCCC4)cc1 | 23µM* | 16% | -12%
COc1ccccc1N1C(=O)CC(Sc2nc(C)cc(C)n2)C1=O (centres undefined) | 0% | 2% | 0%
CCC(OC(=O)CC1Sc2ccccc2NC1=O)C(=O)NCC1CCCO1 (centres undefined) | -26% | 10% | -20%
Cc1c(CCC(=O)O)c(=O)oc2c(C)c(OCc3cc4c(cc3Cl)OCO4)ccc12 | -4% | · | -11%
NCCn1oc(=O)[nH]c1=O | 0% | 5% | -17%
CCCCNC(=O)c1c(CSc2ccccc2)noc1C(=O)NCc1ccccc1 | ? | -9% | -3%
O=C(Nc1nccs1)[C@@H]1CCCN1S(=O)(=O)c1ccccc1F | 1% | 5% | -6%
O=C(c1ccc(C(F)(F)F)cc1)C1CCCN(C(=O)Cn2cnnn2)C1 (centres undefined) | -2% | 1% | 1%
COc1ccc(CNC(=O)c2cc3c(=O)[nH]c4ccc(C)cc4c3s2)c(OC)c1 | 21µM* | 2% | 0%
Clc1ccccc1-c1nccc(NCc2cccs2)n1 | ? | · | -14%
Cc1cc(=O)c2ccccc2n1CC(=O)NCc1ccccc1 | ? | 4% | -2%
CCOC(=O)N1CCC(NC(=O)C2CCC(CNS(=O)(=O)c3ccc(OC)cc3)CC2)CC1 (centres undefined) | ? | 6% | -1%
O=C(CSc1nnnn1-c1ccc(O)cc1)c1ccc(F)cc1 | ? | -1% | 1%
CC1=Nc2ccccc2/C1=C/c1c(N)n2c(S(=O)(=O)C(C)C)nsc2nc1=O | ? | 6% | 0%
CN1CCN(C(=O)C2=C[C@@H](c3csc4ccccc34)C[C@@H](OCCCCO)O2)CC1 | -5% | 1% | -1%
O=C1c2ccsc2SCCN1Cc1ccc(F)cc1 | 11% | · | 7%
Clc1cc(Cl)cc(Nc2ncn[nH]2)c1 | -4% | 3% | 12%
CSc1cccc(NCc2ccc([N+](=O)[O-])cc2)c1 | -12% | 8% | -10%
Cn1nnnc1SCCCNCc1ccc(-c2cccc(Cl)c2)o1 | ? | 6% | -5%
Cc1c(Cl)ccc2sc(NC(=O)c3ccc(S(=O)(=O)N4CCCc5ccccc54)cc3)nc12 | 18µM* | 8% | -12%
COc1ccc(C2C3=C(CCCC3=O)Nc3n[nH]c(C)c32)cc1OC (centres undefined) | -14% | 0% | -8%
COc1ccc(C(=O)Nc2ccccn2)cc1 | 0% | -4%[56.1 µM] | 3%
O=C(O)c1cc(NCc2ccc(F)cc2)ccc1N1CCOCC1 | -6% | -3% | -3%
CC(C)(C)OC(=O)N1CCCC1C(=O)NCCc1ccccc1 (centres undefined) | -23% | -1% | 13%
CCOc1ccc(-c2cn(-c3ccc(OC)cc3)c(SCC(=O)Nc3ccccc3Cl)n2)cc1 | ? | 8% | -19%
CSCCC(NC(=O)c1ccccc1)C(=O)N/N=C(\C)c1ccccc1 (centres undefined) | 2% | 5% | 41%[activator]
COc1cc(CNC2CCCCCC2)cc(OC)c1O | -8% | -2% | -6%
O=C(NCCNCC(O)COc1ccc(O)cc1)N1CCOCC1 (centres undefined) | -13%&-10% | 5%[56.1 µM] | ·
Cc1nn(CC(=O)Nc2ccc3nc4n(c(=O)c3c2)CCCC4)c(C)c1[N+](=O)[O-] | -23% | 3% | -6%
Fc1ccccc1CCNc1c2c(nc3ncnn13)CCCC2 | 5.2µM* | 6% | 1%
Cc1cc(C(=O)COC(=O)CCC(=O)c2ccc3c(c2)OCCO3)c(C)n1Cc1ccco1 | -18% | 1% | -19%
COc1cc(-c2nn3c(-c4cccnc4)nnc3s2)cc(OC)c1OC | ? | 4% | -10%
CCN(CC(=O)Nc1ccc(OC)cc1)C(=O)CSCc1c(C)noc1C | -1% | 0% | -6%
Cc1cccc(CNc2nc(-c3c(C)noc3C)nc3ccccc23)c1 | ? | -12%[56.1 µM] | -18%
COC(=O)c1cc(COC(=O)c2cccnc2SC)oc1C | -4% | -6% | -7%
Cc1ccc(S(=O)(=O)N2CCOCC2)cc1C(=O)OCC(=O)N1CCCC1=O | 4% | 0% | -4%

Grouped by structure, the compounds so far with a nitro group on carbon
SMILES | TDP1 cell noCPT | TDP1 inh | KAT2A inh
CSc1cccc(NCc2ccc([N+](=O)[O-])cc2)c1 | -12% | 8% | -10%
Cc1nn(CC(=O)Nc2ccc3nc4n(c(=O)c3c2)CCCC4)c(C)c1[N+](=O)[O-] | -23% | 3% | -6%

Later entries
SMILES | TDP1 cell noCPT | TDP1 inh | KAT2A inh
Cc1cc(NC(=O)CSc2nnc(C3CC3)n2N)no1 | -10% | 3% | 1%
Cc1ccc(NC(=O)C2CCCN2S(=O)(=O)c2cccc3nsnc23)c(Br)c1 (centres undefined) | 21µM* | 6% | -8%
CCOc1ccc(N(CC(=O)NCc2ccccc2OC)S(C)(=O)=O)cc1 | ? | 3% | -2%
O=C(CN1C2=NCCCN2c2ccccc21)c1ccc2c(c1)OCO2 | ? | 5% | -4%
Cc1nn(Cc2ccc(Cl)cc2Cl)c(Cl)c1/C=C/C(=O)OCC(=O)NCC(F)(F)F | 21µM* | 4% | -6%
CCOc1cc(/C=N/NC(=O)c2ccc3c(c2)OCCO3)cc(Br)c1O | -2% | 8% | -2%
Cc1ccn(CC(=O)NC2CCCN(Cc3ccc(CC(C)C)cc3)C2)n1 (centres undefined) | ? | 4% | ?
Cc1cccc(CCNC(=O)CCNS(=O)(=O)c2cc(Br)cnc2N)c1 | -8% | 2% | -8%
COCCCNC(=O)CSc1nc(-c2ccc(OC)c(OC)c2)[nH]c1-c1ccc(F)cc1 | -7% | 2% | 0%
Cc1ccc(S(=O)(=O)N(C)C)cc1NC(=O)c1cc(-c2ccncc2)nc2ccccc12 | 4.1µM* | 2% | -3%
CC1CCCCN1C(=O)CSc1nc2ccccc2[nH]1 (centres undefined) | 0% | 0% | 0%
O=C1CCCc2oc3ccc(NS(=O)(=O)c4cccc5cccnc45)cc3c21 | 23µM* | 50µM* | 0%
C[C@]1(CO)CCC[C@@]2(C)C1CC[C@@H](CO)[C@@H]2CCc1ccoc1 (some centres undefined) | ? | · | -3%
O=C1CSC(c2ccccc2F)N1c1cc(Cl)ccc1O (centres undefined) | ? | 0% | 35%[activator]
COc1ccc(NC(=O)N2CC[C@@]3(CCCN(C(=O)c4csnn4)C3)C2)cc1 | -14% | · | -14%
COc1ccc(CNC(=O)c2ccc3c(c2)N(C)CCS3)cc1 | -19% | · | -4%
C=CC[C@@H](CC(=O)N[C@@H](CO)Cc1ccccc1)C(=O)N[C@H](COC(=O)[C@H](CC=C)CC(=O)OC(C)(C)C)Cc1c[nH]c2ccccc12 | 21µM* | -4% | -6%
Nc1nc(-c2ccc(NC(=O)c3ccco3)cc2)cs1 | ? | · | -7%
COCc1c(C(=O)N/N=C/c2ccncc2)nnn1-c1nonc1N | 2% | · | -2%
C/C(=N\NC(=O)CCc1ccc(S(=O)(=O)N2CCOCC2)cc1)c1ccc(OC(F)F)cc1 | -2% | -3% | -9%
Cn1ncc([N+](=O)[O-])c1C(=O)n1nnc2ccccc21 | 6% | 2% | -2%
O=C(Nc1ccc(C(F)(F)F)cn1)Nc1cccs1 | 8% | 4% | -1%
CCOc1cc(-c2nc(C)c(C(C)=O)n2O)ccc1OCC(=O)Nc1cccc(C)c1 | -4% | 5% | -13%
O=C1c2ccccc2[C@@H]2CC(O)C(O)CCN12 (some centres undefined) | -8% | · | -2%

Compound profiles (already shown). Values in the order: TDP1 cell noCPT	TDP1 inh	KAT2A inh
Results for O=C1c2ccccc2[C@@H]2CC(O)C(O)CCN12 (some centres undefined) → -8%	·	-2%
Results for Cn1ncc([N+](=O)[O-])c1C(=O)n1nnc2ccccc21 → 6%	2%	-2%

Grouped by structure, the compounds so far containing a Cl atom (eleven)
SMILES | TDP1 cell noCPT | TDP1 inh | KAT2A inh
O=C1C(=O)N(CCN2CCOCC2)C(c2cccc(Cl)c2)/C1=C(\O)c1ccc2c(c1)OCCO2 (centres undefined) | 25% | 8% | -11%
Cc1nc2nc(NCc3cccc(Cl)c3)[nH]n2c(=O)c1Cc1ccccc1 | ? | 6% | -8%
O=C(COC(=O)c1c(Cl)cccc1Cl)Nc1cccc(S(=O)(=O)NC2=NCCCCC2)c1 | 13% | 1% | -10%
Cc1c(CCC(=O)O)c(=O)oc2c(C)c(OCc3cc4c(cc3Cl)OCO4)ccc12 | -4% | · | -11%
Clc1ccccc1-c1nccc(NCc2cccs2)n1 | ? | · | -14%
Clc1cc(Cl)cc(Nc2ncn[nH]2)c1 | -4% | 3% | 12%
Cn1nnnc1SCCCNCc1ccc(-c2cccc(Cl)c2)o1 | ? | 6% | -5%
Cc1c(Cl)ccc2sc(NC(=O)c3ccc(S(=O)(=O)N4CCCc5ccccc54)cc3)nc12 | 18µM* | 8% | -12%
CCOc1ccc(-c2cn(-c3ccc(OC)cc3)c(SCC(=O)Nc3ccccc3Cl)n2)cc1 | ? | 8% | -19%
Cc1nn(Cc2ccc(Cl)cc2Cl)c(Cl)c1/C=C/C(=O)OCC(=O)NCC(F)(F)F | 21µM* | 4% | -6%
O=C1CSC(c2ccccc2F)N1c1cc(Cl)ccc1O (centres undefined) | ? | 0% | 35%[activator]

Source: PubChem BioAssay
